FBPA Giardia inh – Giardia lamblia aldolase inhibition; A8B2U2; purified Giardia FBPA; Potency, µM (doses to about 59.6 µM), inactives show at the top dose activity, negative = inhibition, actives largely listed as inhibitors; 290,000 tested, 0.71% active; AID 2451; further: potency means the concentration at half of the fitted maximal effect; nearly all actives have a fitted effect of over 55% in size
Target sequence (A8B2U2 whole entry, looked up): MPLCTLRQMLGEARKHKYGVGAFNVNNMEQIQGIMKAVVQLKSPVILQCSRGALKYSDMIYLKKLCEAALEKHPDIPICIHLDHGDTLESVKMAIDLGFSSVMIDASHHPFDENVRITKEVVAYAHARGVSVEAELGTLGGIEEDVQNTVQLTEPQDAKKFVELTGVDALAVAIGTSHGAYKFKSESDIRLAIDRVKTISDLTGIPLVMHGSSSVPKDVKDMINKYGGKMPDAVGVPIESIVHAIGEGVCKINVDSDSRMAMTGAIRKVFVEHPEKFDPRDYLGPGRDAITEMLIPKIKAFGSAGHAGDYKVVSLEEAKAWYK
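Giardia FBPA (40 nM reagent) was preincubated 10 min at RT with compound (up to 57.5 uM final), then substrate plus GAPDH/TPI/NAD/arsenate coupling system with diaphorase/resazurin was added; resorufin fluorescence (525/598 nm) was read after 20 min.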
Sm TGR block – S. mansoni TGR enzyme inhibition | AID 485364 | Q962Y6 | purified TGR, DTNB reduction, TNB absorbance 405 nm | Potency, µM (top dose mostly 114 µM), for inactives: at the highest dose activity change, negative = inhibition, most hits filed as inhibitors | 360,000 tested, 3% active; further: potency means the concentration at half of the fitted maximal effect; nearly all actives have a fitted effect of over 60% in size
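TGR 20 nM + NADPH 100 uM (dispensed conc.), cpd preinc 15 min RT; start with NADPH (500 uM addition) then DTNB (15 mM addition). Kinetic TNB absorbance, 405 nm filter. Four-parameter Hill fit across titration.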
HCMV antiviral – human cytomegalovirus inhibition | HFF cells, HCMV-luciferase reporter, 72 h; active compounds read low | activity change, negative = inhibition, % at 57.5 µM | 410,000 tested, 4.5% active | AID 1259415; in the data active means activity change below about -60%; inconclusive means no clear call, values can overlap the other calls; inactive means above about -39%
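Steps: HFFs plated, 16 h 37C; compounds added; HCMV-luciferase added to MOI 1 PFU/cell; 72 h 37C; OneGlo reagent, 5 min room temperature; luminescence read, normalized to controls.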
HCV inh – HCV inhibition; Huh7.5.1 HCVcc-Cre infection, luciferase reporter, 44 h; Potency, µM (highest dose often 41.8 µM), inactives show at the top dose activity change, negative = inhibition, hits mostly inhibitors; 340,000 tested, 3.4% active; AID 651820; further: potency means the concentration at half of the fitted maximal effect
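Infectious HCV cell culture screen: compound-treated cells (1,000/well, pre-plated 4 h) are infected with HCVcc-Cre at roughly 0.5 moi and grown 44 h. Infection is quantified by luciferase signal after 15 min substrate incubation at room temperature.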
AmpC detergent – inhibitors of E. coli AmpC beta-lactamase with detergent; 370,000 tested, 0.041% active; AID 485294; AmpC hydrolysis of nitrocefin, absorbance 480 nm, 0.01% Triton; P00811; Potency, µM (top dose mostly 114 µM), for inactives: at the highest dose activity change, negative = inhibition, actives largely listed as inhibitors;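 further: potency means the concentration at half of the fitted maximal effect; 0% = no-compound wells and -100% = no-enzyme wells; nearly all actives have a fitted effect of over 25% in size; some results filed as inactive show a strong effect at the top dose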
Target sequence (P00811 whole entry, looked up): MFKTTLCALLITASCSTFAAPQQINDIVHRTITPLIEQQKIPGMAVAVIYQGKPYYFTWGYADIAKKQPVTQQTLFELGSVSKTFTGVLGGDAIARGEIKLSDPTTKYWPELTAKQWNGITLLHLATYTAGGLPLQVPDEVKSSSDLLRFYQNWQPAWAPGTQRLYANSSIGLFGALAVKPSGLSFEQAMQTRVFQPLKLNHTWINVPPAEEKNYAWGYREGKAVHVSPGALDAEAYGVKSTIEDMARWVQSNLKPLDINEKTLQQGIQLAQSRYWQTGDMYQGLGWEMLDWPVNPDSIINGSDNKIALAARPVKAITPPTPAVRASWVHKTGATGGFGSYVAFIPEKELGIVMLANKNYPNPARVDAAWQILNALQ
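20 mM phosphate pH 7.0 + 0.01% (detergent screen) or 0.0001% Triton X-100; 5.3 nM AmpC reagent; cpd preinc 15 min RT; nitrocefin (800 uM stock) to start; A480 q20 s × 4 min; Activity was normalised to no-enzyme and no-compound control wells.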
AmpC inh no detg – inhibitors of E. coli AmpC beta-lactamase without detergent | AmpC nitrocefin hydrolysis, absorbance 480 nm, 0.0001% Triton | Potency, µM (doses to about 57.1 µM), for inactives: at the highest dose activity change, negative = inhibition, actives largely listed as inhibitors | 330,000 tested, 0.52% active | AID 485341;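 further: potency means the concentration at half of the fitted maximal effect; plate controls were no compound for no effect and no enzyme for full effect; nearly all actives have a fitted effect of over 20% in size; some results filed as inactive show a strong effect at the top dose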
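AmpC (5.3 nM in the dispensed reagent) in 20 mM phosphate pH 7.0 with 0.01% (detergent screen) or 0.0001% Triton X-100 was preincubated with compounds for 15 min at room temperature. Nitrocefin was then added from an 800 uM solution, and hydrolysis was followed at 480 nm.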
The depositor's hits bear a star; [ ] = dose if it differs, or a comment. Unless noted, the call rests on the fitted dose curve; in most records, active means well fitted curve in the direction sought with a large enough effect; inconclusive means small, poorly fitted or top-dose-only effect, or another doubt; inactive means no such curve, though single readings can be large; an effect the other way counts as inactive or inconclusive. Unless noted, on the % scale 0 is the no-effect control and ±100 the full control effect.

`CCOC(=O)c1[nH]n(-c2ccc(Cl)cc2)c(=O)c1C` gave FBPA Giardia inh -27%, Sm TGR block -21%, HCMV antiviral -4, HCV inh 32%[activator], AmpC detergent 6% and AmpC inh no detg -17%.
For COc1ccc(-n2cnnc2SCC(=O)Nc2cc(C(C)(C)C)nn2-c2ccccc2)cc1 the results were FBPA Giardia inh -4%, Sm TGR block -7%, HCMV antiviral -96*, HCV inh -3%, AmpC detergent -4% and AmpC inh no detg 1%.
`O=C(COC(=O)c1cn(-c2ccccc2)nc1-c1cccs1)NC1CC1` gave FBPA Giardia inh 5%, Sm TGR block 6%, HCMV antiviral 37, HCV inh inconclusive, AmpC detergent -2% and AmpC inh no detg 28%.
Cc1cc(C)c(NC(=O)CN2C(=O)NC3(CCOc4ccccc43)C2=O)c(C)c1 (stereo unspecified) was read as FBPA Giardia inh -1%, Sm TGR block -11%, HCMV antiviral 37, HCV inh -20%, AmpC detergent -1% and AmpC inh no detg 1%.
For CC1CCCCN1C(=O)CSc1nc(N)nc(N)n1 (stereo unspecified) the results were Sm TGR block -11%, HCMV antiviral -16, HCV inh 14%, AmpC detergent -4% and AmpC inh no detg -26%.
Screening CN(C)c1cccc(C(=O)NCC(c2ccco2)N(C)C)c1 (stereo unspecified) returned FBPA Giardia inh 0%, Sm TGR block -1%, HCMV antiviral -31, HCV inh 14%, AmpC detergent 5% and AmpC inh no detg -1%.
For CCN(CC)C(=O)c1ccc(NC(=O)CN2CCc3cc(OC)c(OC)cc3C2)cc1 the results were FBPA Giardia inh 5%, Sm TGR block 9%, HCMV antiviral -5, HCV inh 3%, AmpC detergent 0% and AmpC inh no detg 71%[activator].
Screening COc1cc(OC)cc(C(=O)NCCNC(=O)c2ccco2)c1 returned FBPA Giardia inh 1%, Sm TGR block -5%, HCMV antiviral -2, HCV inh -15%, AmpC detergent 3% and AmpC inh no detg -14%.
Screening O=C(Nc1nccs1)c1ccc(NC(=O)c2ccco2)cc1 returned FBPA Giardia inh -15%, Sm TGR block -7%, HCMV antiviral -15, HCV inh 13%, AmpC detergent 2% and AmpC inh no detg -37%.
Screening Cc1ccc(NC(=O)CSc2n[nH]c(-c3ccncc3)n2)c(C)c1 returned FBPA Giardia inh inconclusive, Sm TGR block 0%, HCMV antiviral -4, HCV inh -6%, AmpC detergent -11% and AmpC inh no detg -3%.
Screening Cc1cccc(OC(C)C(=O)Nc2ccc(S(=O)(=O)N3CCCC3)cc2)c1 (stereo unspecified) returned Sm TGR block 0%, HCMV antiviral inconclusive, HCV inh -27%, AmpC detergent -6% and AmpC inh no detg -18%.
For CCC(C)C1=CC(=Nc2c(C)n(C)n(-c3ccccc3)c2=O)C=C(C(C)CC)C1=O (stereo unspecified) the results were FBPA Giardia inh -24%, Sm TGR block -20%, HCMV antiviral -31, HCV inh inconclusive, AmpC detergent -3% and AmpC inh no detg -10%.
For CC1=C(C(=O)O)N2C(=O)C(NC(=O)c3nn(C)cc3Cl)C2SC1 (stereo unspecified) the results were FBPA Giardia inh 3%, Sm TGR block -18%, HCMV antiviral -7, HCV inh 11%, AmpC detergent inconclusive and AmpC inh no detg -12%.
`Cc1onc(-c2ccccc2)c1C(=O)N1CCC(C)CC1` gave FBPA Giardia inh 6%, Sm TGR block -3%, HCMV antiviral 57, HCV inh 3%, AmpC detergent -8% and AmpC inh no detg -9%.
O=C(NCCc1ccc(Cl)cc1)c1ccc2nc[nH]c2c1 was read as FBPA Giardia inh 5%, Sm TGR block 4%, HCMV antiviral -12, HCV inh 10%, AmpC detergent -8% and AmpC inh no detg -19%.
Screening CN1C(=O)c2ccccc2Sc2ccc(NC(=O)N3CCN(c4cccc(Cl)c4)CC3)cc21 returned Sm TGR block -30%, HCMV antiviral inconclusive and AmpC detergent 6%.
For CCC1CCCCN1C(=O)CSc1nc2c([nH]c3ccccc32)c(=O)n1-c1cccc(OC)c1 (stereo unspecified) the results were Sm TGR block -1%, HCMV antiviral -91* and AmpC detergent -6%.
Screening O=C(CSC1c2ccccc2-c2ccccc21)N/N=C/c1ccccc1C(=O)O returned FBPA Giardia inh 2%, HCMV antiviral 18, HCV inh 4%, AmpC detergent -6% and AmpC inh no detg -58%.
For O=C(OCC1CCCO1)c1ccc2c(c1)N(Cc1ccccc1F)C(=O)c1ccccc1S2(=O)=O (stereo unspecified) the results were Sm TGR block 11%, HCMV antiviral -11 and AmpC detergent 2%.
`Cc1ccc(S(=O)(=O)N(C)c2ccc(OC(C)C(=O)N(C)c3ccccc3)cc2)cc1` (stereo unspecified) gave Sm TGR block 2%, HCMV antiviral -17, HCV inh 11µM*, AmpC detergent inconclusive and AmpC inh no detg 109%[activator].
Screening CCC(c1nnnn1Cc1ccco1)N1CCC(C(N)=O)CC1 (stereo unspecified) returned FBPA Giardia inh 6%, Sm TGR block 0%, HCMV antiviral 18, HCV inh 18%, AmpC detergent -17% and AmpC inh no detg -13%.
For Cc1cc(C(=O)Nc2c(F)cc(F)cc2Br)no1 the results were FBPA Giardia inh 0%, Sm TGR block 7%, HCMV antiviral 56, HCV inh -1%, AmpC detergent 1% and AmpC inh no detg -18%.
Screening COC(=O)CCc1sc(Nc2ccc(OC)cc2)nc1-c1ccc(OC)cc1 returned Sm TGR block -3%, HCMV antiviral 18 and AmpC detergent -2%.
O=C(C1CCCC1)N1CCN=C1SCc1cccc([N+](=O)[O-])c1 was read as FBPA Giardia inh 0%, Sm TGR block 16%, HCMV antiviral -18, HCV inh inconclusive, AmpC detergent 2% and AmpC inh no detg -3%.

Overlap with the part before: two entries, followed by the next part.
Screening COC(=O)CCc1sc(Nc2ccc(OC)cc2)nc1-c1ccc(OC)cc1 returned Sm TGR block -3%, HCMV antiviral 18 and AmpC detergent -2%.
O=C(C1CCCC1)N1CCN=C1SCc1cccc([N+](=O)[O-])c1 was read as FBPA Giardia inh 0%, Sm TGR block 16%, HCMV antiviral -18, HCV inh inconclusive, AmpC detergent 2% and AmpC inh no detg -3%.
Screening CCN(CC)C(=O)C1CCC(CNS(=O)(=O)c2cccc3nsnc23)CC1 (stereo unspecified) returned Sm TGR block -10%, HCMV antiviral 1, HCV inh 20%, AmpC detergent -1% and AmpC inh no detg 30%.
`Cc1cc(NC(=O)C2CCCN(S(=O)(=O)c3ccc(Br)s3)C2)ccc1Br` (stereo unspecified) gave Sm TGR block 7%, HCMV antiviral -13 and AmpC detergent 5%.
For COc1ccccc1C(=O)NCCCN1CCCC1=O the results were FBPA Giardia inh 5%, Sm TGR block -5%, HCMV antiviral -2, HCV inh 1%, AmpC detergent -3% and AmpC inh no detg 0%.
C=C(C)Cn1c(SCC(=O)O)nnc1-c1ccccc1 was read as FBPA Giardia inh 10%, Sm TGR block 1%, HCMV antiviral 15, HCV inh 14%, AmpC detergent -2% and AmpC inh no detg -7%.
For Cc1ccc(NS(=O)(=O)c2c(C(=O)N3CCCCCC3)c(C)n(C)c2C)cc1F the results were Sm TGR block 0%, HCMV antiviral 1 and AmpC detergent 18%.
Screening Cc1cccc(NC(=S)Nc2ccccn2)c1 returned FBPA Giardia inh -15%, Sm TGR block inconclusive, HCMV antiviral 88, HCV inh -17%, AmpC detergent -2% and AmpC inh no detg -36%.
`O=C(CSc1nc2ccccc2n1CCc1ccccc1)c1ccc(O)c(O)c1` gave FBPA Giardia inh inconclusive, Sm TGR block -27%, HCMV antiviral -21, HCV inh 6%, AmpC detergent 2% and AmpC inh no detg 16µM*.
`COc1cccc(NC(=O)CCSc2nnc3scc(-c4ccccc4)n23)c1` gave FBPA Giardia inh 0%, Sm TGR block 1%, HCMV antiviral -1, HCV inh inconclusive, AmpC detergent -16% and AmpC inh no detg 28%.
For COc1ccc(NC(C(=O)Nc2cccc(C(C)=O)c2)c2ccccc2)cc1 (stereo unspecified) the results were FBPA Giardia inh -12%, Sm TGR block -9%, HCMV antiviral 33, HCV inh -11%, AmpC detergent inconclusive and AmpC inh no detg -53%.
Screening COc1ccc(Cl)cc1NC(=O)C1CCN(S(C)(=O)=O)CC1 returned FBPA Giardia inh 7%, Sm TGR block -11%, HCMV antiviral -21, HCV inh -25%, AmpC detergent -3% and AmpC inh no detg 3%.
For CN(C(=O)c1ccc(S(=O)(=O)N(C)C)cc1)c1ccc2ccccc2c1 the results were FBPA Giardia inh -13%, Sm TGR block -1%, HCMV antiviral -17, HCV inh -15%, AmpC detergent -2% and AmpC inh no detg 92%[activator].
Screening COc1ccc(N=Nc2ccc(O)c3ncccc23)cc1 returned FBPA Giardia inh -2%, Sm TGR block -14%, HCMV antiviral active, HCV inh inconclusive, AmpC detergent -5% and AmpC inh no detg -9%.

An excerpt from above in order of length of the SMILES, descending:
For Cc1ccc(NS(=O)(=O)c2c(C(=O)N3CCCCCC3)c(C)n(C)c2C)cc1F the results were Sm TGR block 0%, HCMV antiviral 1 and AmpC detergent 18%.
`Cc1cc(NC(=O)C2CCCN(S(=O)(=O)c3ccc(Br)s3)C2)ccc1Br` (stereo unspecified) gave Sm TGR block 7%, HCMV antiviral -13 and AmpC detergent 5%.
For CN(C(=O)c1ccc(S(=O)(=O)N(C)C)cc1)c1ccc2ccccc2c1 the results were FBPA Giardia inh -13%, Sm TGR block -1%, HCMV antiviral -17, HCV inh -15%, AmpC detergent -2% and AmpC inh no detg 92%[activator].
`O=C(CSc1nc2ccccc2n1CCc1ccccc1)c1ccc(O)c(O)c1` gave FBPA Giardia inh inconclusive, Sm TGR block -27%, HCMV antiviral -21, HCV inh 6%, AmpC detergent 2% and AmpC inh no detg 16µM*.
C=C(C)Cn1c(SCC(=O)O)nnc1-c1ccccc1 was read as FBPA Giardia inh 10%, Sm TGR block 1%, HCMV antiviral 15, HCV inh 14%, AmpC detergent -2% and AmpC inh no detg -7%.
For COc1ccccc1C(=O)NCCCN1CCCC1=O the results were FBPA Giardia inh 5%, Sm TGR block -5%, HCMV antiviral -2, HCV inh 1%, AmpC detergent -3% and AmpC inh no detg 0%.

Further entries:
Screening CCc1cc2c(=O)n(-c3ccc(Br)cc3)cnc2s1 returned FBPA Giardia inh 5%, Sm TGR block -17%, HCMV antiviral 17, HCV inh 5%, AmpC detergent -6% and AmpC inh no detg -17%.
Screening Cc1cc(O)c(C(c2ccccc2)N2CCN(C)CC2)c(=O)n1Cc1ccco1 (stereo unspecified) returned Sm TGR block 5.6µM*, HCMV antiviral 27 and AmpC detergent 0%.
COc1cc(CNCc2ccccc2)c(Br)cc1OC1CCCC1 was read as FBPA Giardia inh -1%, Sm TGR block 2%, HCMV antiviral -15, HCV inh inconclusive, AmpC detergent -1% and AmpC inh no detg 1%[2.29 µM].
Screening Cc1c(Cl)cccc1NC(=O)CC1NCCNC1=O (stereo unspecified) returned FBPA Giardia inh 2%, Sm TGR block 9%, HCMV antiviral 7, HCV inh 11%, AmpC detergent 0% and AmpC inh no detg -14%.
For Cc1cc(C)cc(C(=O)NCC(=O)OCC(=O)N(C)c2ccccc2)c1 the results were FBPA Giardia inh 6%, Sm TGR block 12%, HCMV antiviral 64, HCV inh -5%, AmpC detergent -2% and AmpC inh no detg -2%.

Screening data from PubChem BioAssay.
